Assay outcomes: PubChem BioAssay, several laboratories
PABP1 MLLE inh – blocks PAM2 peptide binding to the PABP1 MLLE domain; GST-MLLE / FITC-PAM2 fluorescence polarization; inhibition, % at 20 µM; 360,000 compounds, 0.36% hits; in the data active means inhibition above about 35%, passing the limit was not always enough;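 further: plate controls were DMSO wells with GST-MLLE for no effect and wells lacking GST-MLLE protein for full effect; some results filed as inactive read as strong as hits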
FAS TE block – FAS thioesterase (human) inhibition | P49327 | inhibition, % at 15 µM | 360,000 compounds, 0.67% hits | recombinant FAS-TE, OMFH fluorogenic substrate, fluorescence endpoint;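 active means compounds whose normalised, plate-corrected inhibition of enzyme fluorescence in the single-dose primary screen is 50% or more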;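 further: 0% = DMSO with enzyme and 100% = substrate without enzyme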
NadD inh – NadD (S. aureus) enzyme inhibition. purified NadD enzyme, colorimetric absorbance read-out. inhibition, % at 20 µM. 360,000 compounds, 0.78% hits. AID 602399; in the data active means inhibition above about 26%; further: some compounds past the cut are filed as inactive
MT1-MMP act inh – MT1-MMP (human) activation inhibition; GFP/RFP ratio change, % at 20 µM; 360,000 compounds, 0.061% hits; HT1080 RFP-PRO-GFP cells, GFP/RFP ratio fluorescence, overnight; percent of plate control window, DMSO zero;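 active means GFP/RFP ratio change of at least 30% with cell ATP level not reduced by more than half and red fluorescence within 50% of control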; further: strong numbers were not always called active
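Test system: HT1080 RFP-PRO-GFP cells; Benchmarks: DMSO and RFP-L50D-GFP cell wells; Timing: cells overnight before dosing, compound overnight, 37 °C, 5% CO2; Compound: one 20 µM compound dose with 1% DMSO; Read-out: GFP/RFP fluorescence ratio.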
CSN inh – CSN deneddylation inhibition; Q92905; Purified CSN, SCF-Nedd8-OG deneddylation, fluorescence polarization; inhibition, % at 12.5 µM; 360,000 compounds, 0.38% hits; AID 651999;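 active means pattern-corrected inhibition above about 35%, with an unprinted fluorescence ratio check between 0.5 and 1.5, limit read from the data, passing the limit was not always enough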;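 further: 0% = enzyme with substrate and 100% = substrate without enzyme; some results filed as inactive read as strong as hits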
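Test system: purified human Csn5 enzyme expressed in HEK293T cells. Amount: 0.24 nM enzyme. Reagent: SCFSkp2-Nedd8OG substrate at 10 nM final. Schedule: 90 min incubation of compound, enzyme and substrate at room temperature. Detection: fluorescence polarization. Read-out: % inhibition of substrate cleavage by Csn5.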
Rin1-Abl PPI inh – blocks binding of human Rin1 to Abl | P00519+Q13671 | TR-FRET Rin1/Abl binding, biochemical | inhibition, % at 7.35 µM | 360,000 compounds, 0.4% hits | AID 588664; in the data active means inhibition above about 5%, passing the limit was not always enough
SKN-1 block – inhibitors of C. elegans SKN-1 | AID 624304 | inhibition, % at 21.8 µM | 360,000 compounds, 0.49% hits | C. elegans VP596 Pgst-4::GFP/RFP ratio, acrylamide-induced, 24 h;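 active means interference check ratio from 0.5 to 1.5 plus GFP to RFP signal ratio inhibition reaching or exceeding a fixed threshold, cut at about 30% in these data, passing the limit was not always enough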; further: some compounds called inactive have numbers as strong as hits
Rpn11 inh – inhibitors of human proteasome Rpn11; human 26S proteasome, Ub4-pepOG fluorescence polarization; 20S core pre-blocked with epoxomicin; calls only at 20 µM; 360,000 compounds, 0.59% hits;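 active means inhibition at 20 µM, scaled to each plate's controls, above about 33%, limit read from the data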
Neddyl block – blocks human cullin neddylation. 360,000 compounds, 0.58% hits. P61081+Q13564. calls only at 25 µM. TR-FRET cullin neddylation, biochemical. AID 651699; in the data active means inhibition above about 36%
An asterisk follows results filed as active; i = inactive; . = no result given; + = active, no number.

SMILES	PABP1 MLLE inh	FAS TE block	NadD inh	MT1-MMP act inh	CSN inh	Rin1-Abl PPI inh	SKN-1 block	Rpn11 inh	Neddyl block
COc1cc(OC)c2c(-c3cccc(-c4ccoc4)c3)cc(=O)oc2c1	1	12	0	-6	7	2	3	i	i
Cc1cc(N)c(C)c([N+](=O)[O-])c1C	18	-4	-2	2	-1	2	-1	i	i
COCCn1c(=S)[nH]c2cc(OC)c(OC)cc2c1=O	-60	-3	-5	3	1	2	-16	i	i
CC1(C)CC(=O)c2cc(C(=O)NC3CCSC3=O)c(=O)n(-c3ccc(Cl)cc3)c2C1 (configuration not stated)	18	-6	-3	0	-10	0	1	i	i
Cc1ccc(C(=O)n2c(N)nc3ccccc32)cc1	-8	-3	-5	7	-6	-1	-2	i	i
COC(=O)c1c(-c2ccc(Br)cc2)noc1N	-4	-1	-1	3	-4	1	-4	i	i
COC(=O)c1cc(NC(=O)CN2CCC(C(N)=O)(N3CCCCC3)CC2)cc(C(=O)OC)c1	0	-11	-8	2	4	-3	15	i	i
O=C(Nc1ccc(Cl)cc1)c1ccc2snnc2c1	-6	15	-6	-3	-1	4	5	i	i
O=C(COC(=O)c1cncc(Br)c1)Nc1ccc2c(c1)OCO2	-11	5	4	-2	0	-3	-9	i	i
CCN(Cc1ccccc1)C(=O)C1CCN(Cc2ccc(SC)cc2)CC1	-14	6	-2	-2	-3	4	3	i	i
Cc1cc(=O)oc2cc(OCC(=O)N3CCOCC3)c(Cl)cc12	2	-5	1	1	-3	0	6	i	.
COc1ccc(F)cc1S(=O)(=O)NC1CC(C)(C)NC(C)(C)C1	17	-4	-9	-1	0	2	-2	i	i
COc1ccc(CN2CCNC(=O)C2CC(=O)NC2CCCCCCC2)cc1C (configuration not stated)	-3	-1	5	-2	0	5	14	i	i
O=C(NNS(=O)(=O)c1ccc(Br)cc1)C1CCCCC1	12	1	-6	-3	-5	2	1	i	i
CC(=O)N1C(c2ccccc2)CC(=O)OC1c1ccc2c(c1)OCO2 (configuration not stated)	-11	2	8	2	2	0	27	i	i
CN(Cc1cccnc1)C(=O)CCCc1c[nH]c2ccccc12	-4	-4	2	-4	5	-1	4	i	i
CCC(OC(=O)c1cc2sccc2n1C)C(=O)NCC1CCCO1 (configuration not stated)	5	-8	0	5	-6	-2	-4	i	i
O=c1c(Cl)c(N2CCN(S(=O)(=O)c3ccc(F)cc3)CC2)cnn1-c1cccc(Cl)c1	10	31	9	-2	-1	2	1	i	i
O=C(OCc1nc2ccc(Cl)cc2n1CCO)c1ccc(O)cc1	3	-2	-2	1	-7	1	5	i	i
CCC1(c2ccccc2)NC(=O)N(CC(=O)NC2(C#N)CCCCC2)C1=O (configuration not stated)	-2	-12	-5	.	-3	1	4	i	i
O=C(Cc1ccc(NC2=NC3CS(=O)(=O)CC3S2)cc1)Nc1ccc(F)cc1 (configuration not stated)	-89	-6	4	-1	3	-2	7	i	i
COc1cccc(/C=N/NC(=O)C(=O)N2CCCCCC2)c1OC	-2	-3	-3	-1	2	3	-8	i	i
COc1cccc(NC(=O)CCNC(=O)N2CC(=O)Nc3ccccc32)c1	12	-4	-2	4	1	5	9	i	i
N#CC1=C(N)C(C#N)(C#N)[C@H](c2ccncc2)[C@H]2CN(C(=O)OCc3ccccc3)CC=C12	11	14	3	-98	-1	2	-6	i	i
CCOC(=O)N1CCN(C(=O)c2cnn3c(C(F)F)cc(-c4ccc(C)cc4)nc23)CC1	-4	7	-3	1	0	2	-1	i	.
Cc1ccc(-c2nn(-c3ccccc3)cc2C=O)o1	14	8	0	-9	3	-3	5	i	i
COc1cccc(CNS(=O)(=O)/C=C/c2ccc(OC)c(OC)c2)c1	0	1	-5	2	-4	1	-2	i	i
Cc1cc(C)n(CC(O)Cn2c(C)c(C)c3ccccc32)n1 (configuration not stated)	-30	-10	-4	2	28	-5	63*	+	i
CC(C)(C)NC(=O)NC(=O)CN1CCN(c2ncc(C(F)(F)F)cc2Cl)CC1	1	-36	-5	-1	4	1	1	i	i
CC(C)C1C(=O)N(Cc2cn(Cc3ccco3)nn2)CCS(=O)(=O)N1Cc1ccc(-c2ccc(Cl)cc2)cc1 (configuration not stated)	1	28	9	-7	4	-3	3	i	i
O=C(c1cnn2c(C(F)(F)F)cc(-c3ccco3)nc12)N1CCc2ccccc2C1	3	11	2	-11	2	-7	3	i	.
COc1ccc(NC(=O)CNC(=O)CC23CC4CC(CC(C4)C2)C3)c(OC)c1	-4	4	-6	5	0	0	4	i	i
CCc1ccc(NC(=S)N2CCCCCCC2)cc1	-100	4	4	0	6	0	2	i	i
CCCC(=O)Nc1ccc2c(c1)c1ccccc1n2CC	5	5	-6	3	-15	-2	12	i	i
COc1ccccc1CNC(=O)COC(=O)COc1ccccc1Cc1ccccc1	-10	3	2	3	-1	5	-5	i	i
O=C(CSc1nc(C2CC2)nc2ccccc12)N1c2ccccc2Sc2ccc(C(F)(F)F)cc21	20	30	20	14	5	-10	23	i	i
C#CCCc1ccccc1/C=[N+](/C)[O-]	13	-9	8	3	0	-4	21	i	i
CCC(C)[C@H]1CNC(=S)N1CCC12CC3CC(CC(C3)C1)C2 (some centres not stated)	-132	-34	-1	0	0	1	-1	i	i
CCOc1ccc(CN(C)CC(=O)Nc2cc(OC)c([N+](=O)[O-])cc2C)cc1	-14	7	-6	0	1	-2	8	i	i
Cc1cccc(C(=O)OCC(=O)c2cccc(Br)c2)c1O	8	1	7	2	1	1	1	i	i
CCOc1ccc(C2C(C#N)=C(N)SC(N)=C2C#N)cc1OCC	-27	-66	2	-185	124	-15	10	.	i
N#Cc1cc2c(nc1SCc1ccncc1)CCC2	17	-2	-2	-7	-4	-9	10	i	i
CCCN1CCN(C(=O)CN2C(=O)COc3ccc(S(=O)(=O)N(CC)CC)cc32)CC1	0	4	2	2	2	0	17	i	i
Cc1ccc2c(CN3CCC(C(N)=O)CC3)cc(=O)oc2c1C	-6	-5	-5	-1	3	3	8	i	i
COC(=O)CC(NC(=O)c1ccco1)c1ccc(C(C)C)cc1 (configuration not stated)	-6	-1	0	-5	-7	2	10	i	i
NC(=O)NO	1	-2	-2	-2	-5	-3	-28	i	i
CSCCC(NC(=O)c1ccco1)C(=O)NCC(C)(C)N1CCOCC1 (configuration not stated)	8	-5	-1	0	2	1	5	i	i
CCn1cc(CN2CCC(n3nccc3NC(=O)CCOc3ccccc3)CC2)c(C)n1	5	-6	-6	3	0	2	12	i	i
N#Cc1ccc(/C=C/C(=O)c2cccnc2)cc1	14	-8	-11	3	7	1	-2	i	i
COc1cccc(C(=O)Nc2ncc3c(n2)CC(C)CC3=O)c1 (configuration not stated)	13	-4	7	1	0	-1	4	i	i
OCc1cn(-c2ccccc2)nc1-c1ccc2c(c1)OCCO2	2	-2	-10	0	1	-2	0	i	i
CC1=NOC(=O)/C1=C\c1ccc(-c2ccc(Br)cc2)o1	-21	-4	9	-18	28	-1	-2	i	i
Cc1ccc(/C(O)=C2/C(=O)C(=O)N(CC(=O)O)C2c2ccc([N+](=O)[O-])cc2)cc1 (configuration not stated)	2	4	11	4	1	0	18	i	i
COc1ccc(N(CC(=O)N/N=C/c2cccnc2)S(=O)(=O)c2ccccc2)c(OC)c1	1	-1	3	-2	0	-5	19	i	i
CCn1cnc2c(oc3ccccc32)c1=O	-1	1	-5	-1	-4	1	0	i	i
O=C(CCCn1c(=S)[nH]c2ccsc2c1=O)NCc1ccco1	2	-6	-3	5	1	4	8	i	i
CC(C)(C)C(=O)NC(=C(Cl)Cl)P(=O)(O)O	-3	-8	-4	8	-1	-6	9	i	i
COc1ccc(NC(=O)/C(C#N)=C\c2ccc(Br)o2)cc1	-9	-2	7	-33	23	-2	6	i	i
Cc1ccccc1SCC(=O)OCC(=O)N1CC(=O)Nc2ccccc21	1	0	-4	-4	4	0	2	i	i
NC(=S)NNc1cc(Cl)cc(Cl)c1	9	-2	1	19	-1	3	14	i	i

Limited to Rpn11 inh, Rin1-Abl PPI inh and NadD inh (5 entries from above):
smiles	Rpn11 inh	Rin1-Abl PPI inh	NadD inh
COc1ccc(NC(=O)/C(C#N)=C\c2ccc(Br)o2)cc1	i	-2	7
CC1=NOC(=O)/C1=C\c1ccc(-c2ccc(Br)cc2)o1	i	-1	9
CC(C)(C)C(=O)NC(=C(Cl)Cl)P(=O)(O)O	i	-6	-4
CSCCC(NC(=O)c1ccco1)C(=O)NCC(C)(C)N1CCOCC1 (configuration not stated)	i	1	-1
COc1ccc(N(CC(=O)N/N=C/c2cccnc2)S(=O)(=O)c2ccccc2)c(OC)c1	i	-5	3

5 entries from above, as comma-separated lines.
structure,PABP1 MLLE inh,FAS TE block,NadD inh,MT1-MMP act inh,CSN inh,Rin1-Abl PPI inh,SKN-1 block,Rpn11 inh,Neddyl block
Cc1ccc(C(=O)n2c(N)nc3ccccc32)cc1,-8,-3,-5,7,-6,-1,-2,i,i
COC(=O)c1c(-c2ccc(Br)cc2)noc1N,-4,-1,-1,3,-4,1,-4,i,i
COC(=O)c1cc(NC(=O)CN2CCC(C(N)=O)(N3CCCCC3)CC2)cc(C(=O)OC)c1,0,-11,-8,2,4,-3,15,i,i
O=C(Nc1ccc(Cl)cc1)c1ccc2snnc2c1,-6,15,-6,-3,-1,4,5,i,i
O=C(COC(=O)c1cncc(Br)c1)Nc1ccc2c(c1)OCO2,-11,5,4,-2,0,-3,-9,i,i

(cont.)
SMILES	PABP1 MLLE inh	FAS TE block	NadD inh	MT1-MMP act inh	CSN inh	Rin1-Abl PPI inh	SKN-1 block	Rpn11 inh	Neddyl block
CNC(=O)Nc1ccccc1F	-9	-10	-4	0	6	0	3	i	i
O=C(N/N=C/c1ccccn1)c1cc(C2CC2)nc2ccccc12	-4	0	3	3	3	5	13	i	i
Cc1ccc(C)c(N2CCN(C(=O)CCCn3ncn4c(cc5occc54)c3=O)CC2)c1	-1	5	6	1	-3	1	18	i	i
Clc1ccc(-c2csc(-c3cccnc3)n2)s1	-10	21	0	5	2	1	92*	i	i
